# IEC-6 cytotox – IEC-6 cytotoxicity, counter-screen for KLF5 inhibitors; luminescence viability; 0.78% of 290,000 active; inhibition, % at 5 µM; AID 1825; in the data active = inhibition above about 22%;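 note: 0% = plate median of test compound wells and 100% = cytotoxic reference compound wells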
# PolyA inhibitor – inhibitors of polyadenylation in S. cerevisiae; S. cerevisiae SKY197-pL101 polyadenylation reporter, beta-gal luminescence; efflux-impaired pdr1/pdr3 knockout yeast; score 100 = 6 SD above DMSO; calls only at 12 µM; 0.02% of 300,000 active; AID 1875;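 active = lowest replicate activity score at least 50, where 100 means six control SD above control mean; inconclusive = lowest score under 50 but half or more replicates reach 50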;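 note: yeast exposed to compound for 9 h at 30 °C; higher score means more reporter readthrough which indicates perturbed polyadenylation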
# HSF1 inh – HSF1 inhibition; NIH3T3-HGL HSE-luciferase, MG132-induced, luminescence 8 h; hits give low values; activity change, negative = inhibition, % at 7.5 µM (by protocol); 0.77% of 300,000 active; AID 2098;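 active = more than half of replicate wells show activity change below -50%, luminescence cut by over half; inconclusive = some wells, but at most half, below -50%; inactive = no replicate well below -50%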;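 note: luciferase reports HSF-1 transcriptional activity via heat shock element; 0% = median of DMSO wells and -100% = zero luminescence signal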
# KLF5 inh – kruppel-like factor 5 inhibition; DLD-1 KLF5 promoter-luciferase reporter, luminescence; inhibition, % at 5 µM; 0.23% of 290,000 active; AID 1700;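 active = inhibition above a per-plate limit of that plate's mean compound inhibition plus 3 SD, cut at about 60% in these data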;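 note: 0% = DMSO wells and 100% = LY294002 at 200 µM; higher means less KLF5 promoter-driven luciferase light; inactives centre near -14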
# aSyn 5UTR inh – MLPCN primary screen, SNCA 5' untranslated region; 0.82% of 300,000 active; inhibition, % (tested at 7.5 µM); alpha-synuclein 5'UTR reporter, inhibitor activity; AID 1813; in the data active = inhibition above about 60%; inconclusive = no clear call, values can overlap the other calls;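 note: H4 neuroglioblastoma cells stably carrying SNCA 5'UTR luciferase fusion; 0% = DMSO wells and 100% = positive control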
# GSK3beta inhib – blocks human GSK3beta kinase activity. activity score (negative = inhibition), % at 10 µM. GST-GSK3beta kinase, ADP-Glo luminescence, 60 min; hits give low values. 0.038% of 300,000 active;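 active = more than half of replicate wells score below -50%, meaning over 50% inhibition versus plate controls; inconclusive = some replicates but at most half score below -50%; inactive = no replicate scores below -50%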;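 note: 0% = median DMSO wells and -100% = median GW8510 positive control wells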
# Target sequence (P49841 whole entry, looked up): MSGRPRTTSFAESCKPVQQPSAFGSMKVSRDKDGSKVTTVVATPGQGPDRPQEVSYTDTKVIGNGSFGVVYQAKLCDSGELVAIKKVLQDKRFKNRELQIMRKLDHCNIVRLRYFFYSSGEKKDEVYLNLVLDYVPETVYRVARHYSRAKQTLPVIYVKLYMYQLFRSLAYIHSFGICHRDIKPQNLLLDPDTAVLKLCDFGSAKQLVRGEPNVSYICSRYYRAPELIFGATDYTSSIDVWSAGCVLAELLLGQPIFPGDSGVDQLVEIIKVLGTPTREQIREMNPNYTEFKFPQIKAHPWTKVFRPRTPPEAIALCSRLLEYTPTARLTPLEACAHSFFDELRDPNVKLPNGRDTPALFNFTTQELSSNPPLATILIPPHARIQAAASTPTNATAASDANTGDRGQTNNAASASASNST
#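 Test system: GST-fused GSK3beta enzyme, cell-free | Quantity: 1.6 ng GST-GSK3beta enzyme per well | Reagent: 25 µM ATP with peptide substrate | Schedule: 60 min enzyme reaction, room temperature | Signal: Luminescent ADP-Glo measurement of ADP formed | Read-out basis: Score relative to plate controls | Control set: DMSO and 20 µM GW8510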
# AI-2 QS mod – modulators of Vibrio harveyi AI-2 quorum sensing system; Vibrio harveyi JMH597 AI-2 luminescence/OD600 ratio, 9 h; hits give low values; strain lacks LuxN and CqsS sensors; 0 = neutral-control median; 0.4% of 300,000 active; activity change, % at 7.5 µM; in the data active = activity change below about -75%, passing the limit was not always enough; inconclusive = no clear call, values can overlap the other calls;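 note: luminescence divided by OD600 gain over 9 h not by final OD600 alone; inactives centre near 13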
# HSF1 activator – increases HSF-1 driven luciferase reporter signal; AID 504408; 1.7% of 300,000 active; activation, % at 9 µM; NIH3T3-HGL HSF-1 luciferase reporter, MG132, 8 h; 100% = twice DMSO control signal;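 active = mean replicate activation of at least 50% with a set share of replicates each reaching 50%; inconclusive = only one of those two conditions met; inactive = mean below 50% and too few replicates reaching it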;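 note: 0% = median of the neutral control wells and 100% = twice that signal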
# GSK3 alpha inh – inhibitors of human GSK-3 alpha kinase; inhibition, % at 10 µM; ADP-Glo luminescence, 60 min; 0.1% of 320,000 active; AID 2650; P49840;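 in the data active = inhibition above about 50%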;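 note: GST-tagged GSK-3 alpha with peptide substrate and 25 µM ATP; 0% = DMSO neutral wells and 100% = GW8510 positive control wells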
# Target sequence (P49840 whole entry, looked up): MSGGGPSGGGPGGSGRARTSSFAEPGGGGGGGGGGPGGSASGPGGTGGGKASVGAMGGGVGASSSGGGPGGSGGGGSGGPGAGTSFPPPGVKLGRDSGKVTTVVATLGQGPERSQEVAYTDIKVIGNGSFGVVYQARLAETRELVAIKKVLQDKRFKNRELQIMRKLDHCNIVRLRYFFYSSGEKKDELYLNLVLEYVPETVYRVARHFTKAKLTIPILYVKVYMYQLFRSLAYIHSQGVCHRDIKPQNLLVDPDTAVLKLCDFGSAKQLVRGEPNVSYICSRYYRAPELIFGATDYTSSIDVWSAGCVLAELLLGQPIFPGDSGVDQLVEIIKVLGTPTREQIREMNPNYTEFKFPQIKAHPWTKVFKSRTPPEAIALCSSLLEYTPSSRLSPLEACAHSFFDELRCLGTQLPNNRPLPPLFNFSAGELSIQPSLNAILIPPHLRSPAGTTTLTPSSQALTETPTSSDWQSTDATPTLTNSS
# HSP90 refold inh – HSP90 refolding inhibition in rabbit reticulocyte lysate; luciferase refolding luminescence, 3 h; inhibition, % at 5.6 µM; 0.91% of 290,000 active;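 active = inhibition above the screen-wide mean plus 3 SD, computed separately per campaign, cut at about 16% in these data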;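 note: 0% = DMSO wells and 100% = 60 µM geldanamycin wells; inhibitors lower the luminescence because luciferase stays unfolded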
# * hit, by the source's call; i = inactive; ? = inconclusive; nt = not tested or not shown.
SMILES,IEC-6 cytotox,PolyA inhibitor,HSF1 inh,KLF5 inh,aSyn 5UTR inh,GSK3beta inhib,AI-2 QS mod,HSF1 activator,GSK3 alpha inh,HSP90 refold inh
COc1cc(-c2nnc(-c3ccncc3)o2)ccc1OCc1ccccc1,-2.1,i,0.2,-20.8,13.2,-4.0,5.6,-11.3,-0.7,2.8
Cc1sc2ncnc(N/N=C/c3ccccc3O)c2c1C,8.4,i,-11.5,16.9,105.8*,-0.5,?,-8.0,-1.1,3.5
Cc1ccc(-c2cc(C(F)(F)F)nc(SCC(=O)c3cccc([N+](=O)[O-])c3)n2)cc1,-2.2,i,7.5,-10.1,23.0,0.5,22.4,24.9,-1.2,-0.6
Cc1ccc(NC(=O)NC(=O)CN2C(=O)NC3(CCCCCCC3)C2=O)c(C)c1,3.1,i,4.9,6.8,29.0,3.1,13.3,-0.8,-1.9,0.5
Cc1c(C(=O)N2CCOCC2)sc2ncnc(N3CCc4ccccc4C3)c12,2.6,i,-5.6,-34.4,19.3,1.4,14.9,2.2,1.2,2.4
COc1ccccc1-c1nnc(NC(=O)CSc2nncn2C)s1,-1.7,i,7.3,-5.8,-21.4,1.0,37.6,8.5,-1.2,-0.2
O=C1CC(c2ccco2)CC(O)=C1C=Nc1cc(Cl)ccc1Cl (stereo unspecified),3.9,i,4.6,0.3,1.0,2.6,13.2,10.5,-0.9,-0.4
Cc1cc(C(=O)NCCCn2ccnc2)sc1-c1ccccc1,0.6,i,3.1,-5.5,-42.2,0.7,16.9,17.9,-0.8,1.0
NC(=O)CC(NC(=O)Cc1ccc(Cl)cc1)c1ccc(NC2CC3CCC2C3)c([N+](=O)[O-])c1 (stereo unspecified),0.3,i,5.2,-19.2,6.1,1.7,19.6,20.2,-1.4,-2.7
CCOC(=O)C1=C(CNCc2ccc(C)cc2)NC(=O)NC1c1cc(C)ccc1C (stereo unspecified),-0.7,i,14.1,10.0,20.5,3.8,3.8,16.2,0.0,2.7
CC(C)N1CCc2c(sc(NC(=O)c3ccc(S(=O)(=O)N4CCOCC4)cc3)c2C(N)=O)C1,2.3,i,1.3,-20.2,1.7,-0.5,17.1,8.6,-3.0,1.2
CN(C)c1cccc(C(=O)OCC(=O)N(Cc2ccccc2)C2CCS(=O)(=O)C2)c1 (stereo unspecified),9.1,i,0.6,-9.8,-8.7,5.3,1.5,9.8,-8.4,-1.8
Cc1cc(C)c(OCC(=O)Nc2ccc3c(c2)OCO3)cc1C,2.3,i,-5.0,-5.7,-112.1,-0.5,18.5,18.3,-0.1,-2.6
Cc1cc2c(C)nc(-c3ccccc3)nc2o1,-0.6,i,11.9,-55.6,-167.3,-0.4,16.6,31.8,1.2,3.1
CCOC(=O)c1cn2nc(N3CCCC3)ccc2n1,-3.6,i,-14.1,-17.9,48.5,0.6,21.7,-3.2,0.4,34.1*
COCCCNCCCOc1ccc(Cl)cc1C(C)(C)C,3.7,i,0.6,-25.6,14.4,-4.8,24.8,5.5,nt,-2.8
C/C=C(/C)C(=O)O[C@@H]1c2c(ccc3ccc(=O)oc23)O[C@@H]1C(C)(C)OC(C)=O,-1.1,i,4.3,15.8,-4.5,-1.2,9.0,-2.4,-1.9,-2.0
O=C(COC(=O)c1cccc(NC(=O)c2ccco2)c1)c1ccc(Br)cc1,0.8,i,31.7,-27.7,-41.6,-0.9,-36.5,39.1,-0.5,-3.7
O=C(NCc1ccc(F)cc1)C(C(=O)NCc1ccc(F)cc1)c1ncc(C(F)(F)F)cc1Cl,-6.8,i,4.4,3.6,20.0,-1.3,24.3,0.1,-0.9,-1.4
COCCN(Cc1cc2cc3c(cc2nc1Cl)OCO3)C(C)=O,-0.9,i,-7.6,-33.4,7.5,1.0,11.0,-5.8,3.1,2.1
COc1ccc(-n2cnc3cc(NCc4ccco4)ccc32)cc1,2.5,i,27.0,-132.5,-125.7,-1.4,-6.0,36.9,-1.4,-0.6
C=CCn1cccc(C(=O)Nc2ccc(Cl)cc2)c1=O,6.3,nt,13.9,-134.7,-140.9,3.8,13.9,31.4,-1.1,-0.5
CCCC(=O)Nc1nnc(Cc2ccccc2)s1,4.2,nt,nt,-27.8,nt,nt,nt,nt,0.3,0.1
CCOC(=O)c1c(-c2ccccc2)nc2ccc(C)cn12,-1.7,i,5.9,-177.9,-165.9,-1.0,-1.6,23.9,-1.8,3.8
Cc1cc2cc(C)c(NCCNC(=O)c3cccs3)nc2cc1C,-1.4,i,-4.4,-14.2,-22.7,0.0,16.9,-7.3,6.6,0.9
COc1cc(C)nc(Oc2ccc(/C=N/O)cc2)n1,1.0,i,-0.1,-9.3,-11.8,-0.8,6.7,13.0,2.5,0.1
CCS(=O)(=O)n1nc(-c2ccc(C)cc2)nc1N,1.6,i,-3.4,2.3,6.0,3.0,-3.1,-11.1,0.8,3.5
Cc1cccc(Oc2ccc(NC(=O)c3ccccc3C(=O)O)cc2)c1C,2.3,i,-0.6,-23.5,-10.4,2.7,13.0,-7.2,-1.6,-4.3
Cc1ccnn1CCC(=O)O,-0.4,i,-0.1,-5.8,-8.5,0.3,7.9,-8.2,-4.8,-0.8
Cc1ccc(N=C2C(=S)N(c3ccc(C)cc3)C(=N)N2/N=C/c2ccc(Cl)cc2)cc1,3.2,i,67.1,-54.8,-155.6,9.3,6.8,107.6*,-2.4,4.7
CCc1nnc(NC(=O)c2ccc(Cl)c(S(=O)(=O)N3CCc4ccccc4C3)c2)s1,-9.2,i,-2.4,-1.7,-6.8,2.9,16.9,3.6,7.9,0.6
COC(=O)c1ccc2c(=O)[nH]c(CSc3nnc(C(F)(F)F)n3C)nc2c1,6.9,i,23.8,-30.8,-3.1,-0.7,17.3,31.2,3.3,-3.4
Cc1ccc(OCC(=O)Oc2c(C)cccc2C)cc1C,-7.9,i,-2.6,-8.1,-17.7,4.6,39.5,7.2,0.9,1.8
COc1ccc(/C=N/NC(=O)CN2CCCCCCC2)c(C)c1C,-2.3,i,-0.7,-17.9,-1.2,6.2,20.1,3.3,-1.0,-0.3
COc1ccc(Oc2nc(-c3ccncc3)nc3ccccc23)cc1,-0.7,i,3.9,-28.7,17.8,-7.2,16.1,-1.2,-0.9,2.7
O=S(=O)(/N=C(\Sc1ccc(Cl)cc1)c1ccccc1)c1ccccc1,-5.8,i,-13.7,-12.7,-18.2,2.4,52.7,-18.6,-2.1,-2.8
Cc1ncoc1C(=O)Nc1cccc(Cl)c1C,-4.5,i,-15.6,2.4,-24.8,4.1,2.3,-28.2,-1.4,3.8
Cn1c(-c2ccc3c(c2)OCO3)cnc1NCc1ccc(Cl)cc1,-5.8,i,1.3,-23.9,-23.8,1.7,34.8,7.6,-0.6,1.3
C=CCN1C(=O)c2cccc3c(Br)ccc(c23)C1=O,-2.9,i,-7.2,0.9,-23.3,1.8,-7.5,2.4,-9.6,-4.7
COc1ccc(CN2CCN(Cc3ccco3)CC2)c(OC)c1,2.9,i,3.4,-24.5,-8.9,1.7,8.3,16.5,-2.2,-1.7
O=C(CN1C(=O)S/C(=C/C=C/c2ccccc2)C1=O)Nc1ccc(C(=O)O)cc1,-0.4,i,3.6,-0.1,7.5,0.2,16.3,30.3,-3.3,-6.7
CC(C)(C)c1ccccc1OCCOCCN1CCCCCC1,5.5,i,8.4,-2.4,-37.8,0.8,21.9,-6.9,2.4,0.0
O=C(Nc1cccc(Cl)c1)c1ccc(F)c(S(=O)(=O)NCc2cccs2)c1,0.9,i,3.4,-48.4,12.3,-0.2,15.4,2.9,-0.8,-0.6
CSc1ncc(C(=O)Nc2ccccc2)cn1,2.3,i,5.1,-7.5,-30.5,4.3,23.1,2.8,-0.2,0.1
COc1ccc(/C=C/c2noc(-c3ccccc3O)n2)cc1,2.7,i,-16.9,-13.0,-93.5,0.7,18.4,-22.7,-2.3,-6.2
Cc1cc(/C=C(/C#N)c2cccc(Cl)c2)c(C)n1C,4.4,i,32.1,-7.7,4.1,0.0,8.8,67.1*,-1.3,0.6
O=C(Nc1ccc(F)c(Cl)c1)N1CCCCCC1,2.9,i,6.1,-91.6,-75.5,-3.4,4.5,16.0,1.8,4.0
COCCn1c(C)c(C)c(S(=O)(=O)c2ccccc2)c1N,-8.5,i,-0.3,-11.4,-1.3,-2.9,33.8,1.4,-0.5,3.1
O=C(N/N=C/c1ccncc1)c1cccc(NC(=O)c2ccccc2Cl)c1,4.8,i,6.6,-20.3,0.8,-6.8,-2.5,28.7,0.2,0.2
OC1(C#Cc2c(-c3ccsc3)oc3ccc(N4CCOCC4)cc23)CCCCC1,nt,i,12.5,nt,-8.2,4.2,6.9,19.4,-1.2,nt
O=C(/C=C/c1ccco1)Nc1cccnc1,2.8,i,3.6,-27.0,-122.1,2.1,19.9,19.9,-1.7,-2.3
O=C(CNC(=O)c1ccc(Br)o1)NCc1ccccc1Cl,2.0,i,-2.9,-18.9,-0.8,-1.3,-0.2,-2.7,nt,-2.1
Nc1c(C(=O)NCc2ccco2)nnn1CC(=O)Nc1ccc2c(c1)OCO2,0.4,i,5.5,5.2,-6.0,-6.1,33.2,0.6,-3.5,0.4
COc1ccc(N(C(=O)COc2ccc(F)cc2)S(=O)(=O)c2ccc(C)cc2)cc1,0.5,i,7.0,-6.3,12.2,-1.0,14.1,7.9,0.7,4.9
COc1ccc(C(=O)C2CCCN(C(=O)CSC)C2)cc1OC (stereo unspecified),-4.4,i,-4.7,-41.7,9.5,-0.9,10.6,0.5,0.4,3.2
Cc1ccc2nc(C(F)C(F)(F)F)[nH]c2c1 (stereo unspecified),-2.8,i,1.0,-2.0,-47.3,0.2,9.5,33.6,-1.0,-1.0
CCC(C)[C@H](NC(=O)c1cn(CC)c2cc3c(cc2c1=O)OCO3)C(=O)NCCCn1ccnc1 (stereo partly specified),5.5,i,-5.0,-5.1,16.2,0.9,17.9,-21.7,13.3,1.0
CCN1CCN(CC(=O)N2N=C(c3ccc(OC)cc3)CC2c2ccc(OC)cc2)C(=O)C1=O (stereo unspecified),7.6,i,-7.1,9.0,25.6,-2.9,10.9,13.3,1.1,2.0
C=CCc1cc(Cl)ccc1OCCCNCCO,-0.6,i,nt,-31.9,-12.9,0.2,0.8,nt,-5.9,2.0
O=C(O)c1ccc(Cl)c(S(=O)(=O)N(Cc2ccccc2)c2ccccc2)c1,-0.5,i,-8.2,-2.4,12.8,nt,nt,2.8,-6.1,-1.9
CCOC(=O)Nc1ccc2c(c1)N(C(=O)CN)c1ccccc1CC2,-3.5,i,4.9,9.1,5.1,-0.2,12.2,17.3,-1.4,6.5

# Screening results from PubChem BioAssay.

# A portion of the library, so the mix of outcomes need not match the whole.
